Pol iota inh: inhibitors of human DNA polymerase iota | AID 588590 | 390,000 compounds, 1% hits | Q9UNA4 | Pol iota fluorescent replication assay, 10 min | Potency, µM (doses to about 115 µM), inactives show at the highest dose activity, negative = inhibition, actives largely listed as inhibitors; note: potency is the fitted concentration of half-maximal effect
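Pol iota at 10 nM preincubated 15 min with compounds at room temperature; reaction started with fluorescent substrate, 50 nM final. Fluorescence read kinetically at 0 and 10 min; buffer-only wells as negative control.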
BLM helicase inh: blocks DNA unwinding by human BLM helicase; Potency, µM (highest dose often 56.1 µM), without a hit: top-dose activity change, negative = inhibition, hits mostly inhibitors; recombinant BLM DNA unwinding, fluorescence dequenching; P54132; AID 2528; 350,000 compounds, 0.2% hits;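 note: potency is the fitted concentration of half-maximal effect; plate controls were vehicle for no effect and no enzyme for full effect; nearly all actives have a fitted effect of over 35% in size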
APE1 inh: APE1 (human) endonuclease inhibition; P27695; recombinant APE1, TAMRA/BHQ-2 abasic DNA cleavage fluorescence; Potency, µM (titrated, usually from 65.8 µM), for the others: at the top dose activity change, negative = inhibition, most hits filed as inhibitors; 350,000 compounds, 0.35% hits; AID 2517;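 note: potency is the fitted concentration of half-maximal effect; plate controls were vehicle for no effect and reference inhibitor for full effect; nearly all actives have a fitted effect of over 55% in size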
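Measures dequenching upon AP-site incision of a 5'-TAMRA/3'-BHQ-2 THF-containing duplex, 50 nM; human APE1 0.75 nM after 15 min room-temperature exposure to compound; kinetic three-point read at one-minute spacing.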
Pol kappa inh: DNA polymerase kappa (human) inhibition. purified Pol kappa, fluorescent DNA synthesis assay, 10 min. Potency, µM (series often up to 107 µM), inactives show at the highest dose activity, negative = inhibition, usual class: inhibitors. 400,000 compounds, 0.53% hits. AID 588579; note: potency is the fitted concentration of half-maximal effect; % is set by controls: 0 for no effect and ±100 for the full control effect
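Kinetic fluorescence screen: compound preincubated 15 min RT with 10 nM enzyme; 50 nM substrate (final) initiates; reads at 0/10 min.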
ALOX12 inh: inhibitors of human 12S-lipoxygenase ALOX12 | Potency, µM (doses to about 108 µM), for inactives: at the highest dose activity change, negative = inhibition, usual class: inhibitors | 580,000 compounds, 1.1% hits | purified 12hLO, xylenol orange hydroperoxide absorbance | P18054; note: potency is the fitted concentration of half-maximal effect; % is set by controls: 0 for no effect and ±100 for the full control effect
Target sequence (P18054 whole entry, looked up): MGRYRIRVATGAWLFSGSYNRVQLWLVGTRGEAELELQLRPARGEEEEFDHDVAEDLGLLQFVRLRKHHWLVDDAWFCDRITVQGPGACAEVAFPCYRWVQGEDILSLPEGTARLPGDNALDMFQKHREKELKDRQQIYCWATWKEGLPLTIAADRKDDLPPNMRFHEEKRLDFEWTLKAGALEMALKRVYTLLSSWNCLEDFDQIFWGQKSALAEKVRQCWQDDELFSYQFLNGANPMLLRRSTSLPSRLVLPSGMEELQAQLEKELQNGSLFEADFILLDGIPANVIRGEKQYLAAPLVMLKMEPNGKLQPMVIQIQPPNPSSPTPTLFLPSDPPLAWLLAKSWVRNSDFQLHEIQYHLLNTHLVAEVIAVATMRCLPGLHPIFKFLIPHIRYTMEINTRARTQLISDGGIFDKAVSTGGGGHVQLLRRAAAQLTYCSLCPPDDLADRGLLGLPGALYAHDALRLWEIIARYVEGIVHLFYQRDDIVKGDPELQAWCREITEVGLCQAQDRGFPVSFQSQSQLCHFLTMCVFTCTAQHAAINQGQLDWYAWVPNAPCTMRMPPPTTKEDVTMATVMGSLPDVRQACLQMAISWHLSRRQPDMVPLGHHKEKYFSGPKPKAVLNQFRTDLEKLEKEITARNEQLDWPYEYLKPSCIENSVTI
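Purified human 12hLO (150 nM final) in 25 mM Hepes, 0.01% Triton X-100, pH 7.0 was preincubated 15 min at room temperature with compound. Then 40 uM arachidonic acid was added, 30 min. Hydroperoxide was read by Fe-XO absorbance ratio 573/405 nm.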
ERG-DNA inh: ERG Ets/DNA interaction inhibition. P11308. fluorescence polarization, His-ERG Ets domain / labelled DNA. Potency, µM (top dose mostly 76.9 µM), for the others: top-dose FP activity, negative = inhibition, actives largely listed as inhibitors. 370,000 compounds, 0.028% hits; active = well fitted inhibition curve with a large enough effect in the polarisation, with a control signal flat; inconclusive = small, poorly fitted or top-dose-only effect, or effect the other way, or a change in a side signal; inactive = no such curve, though single readings can be large or run the other way; the % refers to the polarisation;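 note: polarization taken with two DNA probes labelled with fluorescein and Texas red; potency is the fitted concentration of half-maximal effect; % of control where 0% means no effect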
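His-tagged ERG Ets domain (1 uM in the protein solution; 300mM KCl, 50mM Tris-HCl, 1mM EDTA, 1mM DTT, pH 7.5) received compound, then a probe mix of 5 nM fluorescein-DNA and 100nM Texas-615-DNA. Fluorescence polarization was read for both dyes.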
Anesthetic bind: binds horse apoferritin like a general anesthetic. P02791. apoferritin/1-aminoanthracene competitive binding, fluorescence. Potency, µM (highest dose often 77.5 µM), for inactives: top-dose activity change, negative = displacement, most hits filed as inhibitors. 350,000 compounds, 0.074% hits. AID 485281; note: potency is the fitted concentration of half-maximal effect; % is set by controls: 0 for no effect and ±100 for the full control effect; nearly all actives have a fitted effect of over 20% in size
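Horse-spleen apoferritin (10 uM) in 50% saturated 1-aminoanthracene in PBS was incubated 10 min at room temperature with compound. Fluorescence (ex 380, em 535 nm) was normalized to free and bound 1-AMA, with concentration-response fitted by a four-parameter Hill equation.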
TRHR agonist: agonists of human TRH receptor; TRHR cells, calcium flux fluo-8, FDSS agonist mode; 360,000 compounds, 0.18% hits; activation, % at 2 µM; in the data active = activation above about 30%; note: 0% is about no effect
Target sequence (P34981 whole entry, looked up): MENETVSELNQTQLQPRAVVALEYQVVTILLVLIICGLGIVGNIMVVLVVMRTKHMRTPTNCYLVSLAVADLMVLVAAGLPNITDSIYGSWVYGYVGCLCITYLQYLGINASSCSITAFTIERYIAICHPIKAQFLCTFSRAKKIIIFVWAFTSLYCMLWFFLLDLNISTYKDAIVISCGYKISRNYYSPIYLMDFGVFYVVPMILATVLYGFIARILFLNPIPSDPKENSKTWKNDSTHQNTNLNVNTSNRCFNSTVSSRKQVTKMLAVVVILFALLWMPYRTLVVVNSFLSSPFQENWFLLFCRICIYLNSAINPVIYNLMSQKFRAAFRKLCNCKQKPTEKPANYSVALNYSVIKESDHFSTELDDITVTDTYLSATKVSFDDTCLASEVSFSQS
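Agonist-mode FDSS calcium read (Ex 480/Em 530, 1 s cycles) in 1536-well TRHR cells with fluo-8 dye, after 10-cycle baseline and 23 nL compound addition; TRH at EC20 (10 nM final) added afterwards for the enhancer phase.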
Pol beta inh: DNA polymerase beta (human) inhibition. P06746. Pol beta primer extension/strand displacement, fluorescence kinetic. Potency, µM (titrated, usually from 114 µM), inactives show top-dose activity change, negative = inhibition, hits mostly inhibitors. 340,000 compounds, 1.3% hits; note: potency is the fitted concentration of half-maximal effect; % is set by controls: 0 for no effect and ±100 for the full control effect
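Values derive from four-parameter Hill fits of normalized kinetic data: reads at 0 and 10 min following addition of 50 nM substrate to 10 nM Pol beta preincubated 15 min with compound.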
* = called active by the depositor; ? = inconclusive; · = no result given; ! = not confirmed by another sample; [ ] = dose if it differs, or a comment. Unless noted, calls come from the whole dose curve; as a rule, active = well fitted curve in the direction sought with a large enough effect; inconclusive = small, poorly fitted or top-dose-only effect, or another doubt; inactive = no such curve, though single readings can be large; an effect the other way counts as inactive or inconclusive. This is a subset; count on the stated rates, not on these rows.

SMILES	Pol iota inh	BLM helicase inh	APE1 inh	Pol kappa inh	ALOX12 inh	ERG-DNA inh	Anesthetic bind	TRHR agonist	Pol beta inh
CCC(Sc1nc2n[nH]c(C)c2c(=N)n1-c1cccc(Cl)c1C)C(=O)N(CC)CC (stereo not drawn)	46%[activator]	3%	0%	9%	0%	-2%	-9%	-0.2	24%
CC(C)CCn1c(COc2ccccc2)n[nH]c1=S	30%[activator]	-6%	-2%	-16%	16µM*!	14%	-11%	0.5	-10%
COc1ccc(S(=O)(=O)N2CCOCC2)cc1NC(=O)COC(=O)c1[nH]c(C)c(C(C)=O)c1C	-20%	·	-3%	-21%	1%	4%	·	·	·
COc1ccc(C(=O)N/N=C(\C)c2cccc(NC(=O)c3ccc(F)cc3)c2)c(OC)c1	11%	-2%	-12%	-13%	4%	-5%	-7%	-0.2	8%
Cc1occc1C(=O)N/N=C/C=C/c1ccccc1[N+](=O)[O-]	142%[activator]	-4%	1%	-15%	2%	0%	?	-1.1	?
Cc1ccc(NC(=O)CCCn2nc(C)c3c(C)n(-c4ccccc4)nc3c2=O)cc1C	10%	-1%	47%[activator]	4%	6%	-16%	-6%	-2.6	9%
Nc1ccc(Oc2ncccn2)cc1	?	-15%	-18%	-8%	58%[activator]	11%	-3%	1.2	4%
COc1ccc(Cl)cc1NC(=O)C[n+]1ccccc1	121%[activator]	-1%	-4%	-3%	-13%	-22%	-2%	0.4	-12%
COc1ccccc1CNC(=S)NC1CCCCC1	27%	-2%	-1%	-5%	?	2%	-15%	-0.8	-2%
COc1ccc2cc(/C(C)=N/NC(=O)c3cc(-c4cccnc4)nc4ccccc34)ccc2c1	45%[activator]	-4%	4%	-13%	12%	-1%	8%	-0.6	5%
Cc1cccc(N2CCN(C(=O)c3cnc(N4CCCC4)nc3C)CC2)c1C	14%	-3%	·	-5%[60.1 µM]	-14%	-2%	-9%	-1.9	-20%
CCOC(=O)C1(Cc2ccccc2C(F)(F)F)CCN(C(=O)c2cc(C)n(C)n2)CC1	21%	-5%	13%	-7%	-8%	1%	-19%	0.4	17%
Cc1ccc(S(=O)(=O)N2CCOCC2)cc1N/N=C(\C#N)c1nc2ccccc2[nH]1	-18%	-14%	-5%	1%	-1%	-5%	-17%	-0.3	0%[57.1 µM]
O=S(=O)(c1ccc(F)cc1)N1CCC(n2c(C(F)(F)F)nc3cccnc32)CC1	13%	-3%	·	-15%	-17%	-1%	-1%	0.2	-1%
CC1CCCCN1C(=O)CSc1nc(-c2ccccc2)cn1N (stereo not drawn)	46%[activator]	2%	-2%	0%	45%[activator]	5%	0%	-1.2	-2%
CCOC(=O)C1=CNS(=O)(=O)NC1c1ccc(C)cc1 (stereo not drawn)	5%	·	-17%	-2%	-4%	4%	·	·	·
CCOC(=O)c1ccc(NC(=O)c2cc3sccc3n2Cc2ccc(Cl)cc2)cc1	-13%	-10%	·	-6%	-15%	-7%	-6%	1.5	18%
O=CN1CCN(C(C(=O)NC2CCCC2)c2ccc(Cl)cc2)CC1 (stereo not drawn)	35%[activator]	-1%	11%	-3%	?	-6%	-10%	1.3	25%
Cc1sc(NC(=O)CN(C)C2CCCCC2)nc1-c1ccc2c(c1)CCN2S(=O)(=O)c1ccccc1	·	0%	3%	·	·	·	-16%	-0.2	14%
CS(=O)(=O)N(CC(O)Cn1c2ccccc2c2ccccc21)c1ccccc1 (stereo not drawn)	7%	-9%	-1%	-7%	430%[activator]	1%	-14%	0.6	-3%
CC1=NN(c2ccccc2)C(=O)/C1=C\c1cc(C)n(-c2ccccc2)c1C	13%	-1%	7%	-2%	-10%	-7%	-9%	0.7	-20%
COc1ccc(OCC(O)CON2C(=O)c3ccccc3C2=O)cc1 (stereo not drawn)	8%	-2%	-1%	-15%	33%[activator]	-3%	-3%	0.0	?
COc1cc(-c2nnn(Cc3ccccc3C)n2)cc(OC)c1OC	-19%	-7%	-12%	-2%	5%	-7%	0%	0.0	14%
Cc1cccc2c1N(CCOc1ccccc1Cl)C(=O)C2=O	-26%	-20%	2%	-9%	?	·	-19%	0.2	-19%
CCOc1ncccc1C(=O)Nc1ccc(C)c(S(=O)(=O)N2CCCCCC2)c1	?	·	-7%	-26%	50%[activator]	1%	·	-0.4	·
O=c1cc(CN2CCOCC2)c2ccc(O)c(O)c2o1	-20%	-2%	-17%	-1%	-26%	-6%	-9%	0.3	?
Cc1ccccc1-n1nc2c(c1NC(=O)CC(C)C)CS(=O)C2 (stereo not drawn)	39%[activator]	-3%	16%	4%	0%	-12%	-4%	1.3	29%
CC(CCc1ccccc1)NC(=O)COC(=O)c1ccc(F)cc1 (stereo not drawn)	15%	-3%	60%	10%	-12%	9%	-2%	1.7	1%
O=C(Nc1ccccc1C(=O)N1CCOCC1)c1cccnc1	-22%	-2%	6%	-7%	8%	·	-3%	0.2	-28%
O=C(O)CN1C(=O)COc2ccc(S(=O)(=O)N3CCCCCC3)cc21	26%	3%	51%	14%	-12%	11%	2%	0.3	-10%
CCOC(=O)c1ccc(NC(=O)Cc2ccc(-n3c(CC)nc4cccnc43)cc2)cc1	15%	-3%	·	5%	-21%	-2%	-11%	2.1	16%
Cc1nc(C)c(C(=O)Nc2ccccc2)s1	19%	-2%	2%	0%	3%	-5%	-7%	0.8	23%
CCOC(=O)c1c(C)[nH]c(C(=O)COC(=O)c2ccc(O)cc2)c1C	1%	-6%	-4%	-16%	6%	16%	-1%	0.1	3%
COc1ccc(NC(=O)CN(C)C(=O)c2n[nH]c3ccccc23)cc1	2%	·	33%[activator]	-11%	-4%	-4%	·	0.1	·
C[C@@H]1NC(=O)[C@@]2(C)[C@@H](c3ccccc3)[C@H]3COc4ccccc4[C@@H]3N2C1=O	18%	·	-17%	1%	11%	3%	·	0.0	·
Cc1cc(C)n(C(=O)c2ccc(C)c(S(=O)(=O)N3CCOCC3)c2)n1	4%	1%	5%	-10%	?	-6%	-17%	-0.9	15%
CCCC(=O)Nc1ccc(C(=O)NNC(=O)c2cccs2)cc1	28%	-2%	16%	3%	-16%	-8%	-17%	-0.1	37%
O=c1oc2ccccc2c(NCc2cccc(F)c2)c1[N+](=O)[O-]	6%[58.9 µM]	-1%	3%	-7%	?	-6%	-10%	4.9	-12%
Cc1sc(N)nc1-c1ccc(Oc2ccccc2)cc1	14%	-10%	12%	-1%	-4%	-5%	0%	0.0	-1%
CC(C)OCCCNc1sc(S(=O)(=O)c2ccccc2)nc1S(=O)(=O)c1ccc(Cl)cc1	-5%	-2%	·	-2%	5%	6%	-13%	2.5	-13%

Ordered by the number under BLM helicase inh (lowest first): 3 of the compounds above.
Structure | BLM helicase inh
Cc1cccc2c1N(CCOc1ccccc1Cl)C(=O)C2=O | -20%
Cc1ccccc1-n1nc2c(c1NC(=O)CC(C)C)CS(=O)C2 (stereo not drawn) | -3%
CC(C)OCCCNc1sc(S(=O)(=O)c2ccccc2)nc1S(=O)(=O)c1ccc(Cl)cc1 | -2%

More structures follow.
SMILES	Pol iota inh	BLM helicase inh	APE1 inh	Pol kappa inh	ALOX12 inh	ERG-DNA inh	Anesthetic bind	TRHR agonist	Pol beta inh
Cc1sc2ncnc(N3CCC(C(=O)Nc4cc(Cl)ccc4Cl)CC3)c2c1C	-7%	·	0%	-11%	0%	-3%	·	0.4	·
O=C(Cc1ccc(Cl)cc1)Nc1ccc2nn(-c3ccccc3)nc2c1	8%	-7%	·	2%	-13%	-9%	-5%	1.4	-20%
Cc1noc(C)c1S(=O)(=O)N(CC(=O)Nc1ccc2c(c1)OCCO2)c1ccc(C(C)C)cc1	-6%	-12%	?	-15%	5%	8%	-8%	1.3	16%
CCN(CCn1cccn1)C(=O)CCc1nnc(-c2ccc3c(c2)OCO3)o1	57%[activator]	0%	-5%	-9%	4%	0%	-3%	-3.4	1%
Cc1ccccc1NC(=O)N(CCc1nc2ccccc2[nH]1)Cc1ccccc1	18%	-2%	-1%	1%	149%[activator]	-4%	-14%	-0.4	10%
CCOC(=O)N1CCN(C(=O)c2ccc3c(=O)n(Cc4ccc(OC)cc4)c(=S)[nH]c3c2)CC1	?	3%	-5%	-7%	-15%	0%	-14%	-0.5	13%
CCOc1ccc(NC(=O)CCNS(=O)(=O)c2ccc3c(c2)CC(C)N3C(C)=O)cc1 (stereo not drawn)	25%	-1%	7%	2%	5%	1%	-2%	0.9	31%
CN(Cc1nc2ccc(Cl)cc2[nH]1)Cc1nc(-c2cnccn2)no1	19%	1%	12%	-19%	1%	-1%	-5%	-2.8	12%
COC(=O)C1NN=C(C(=O)c2ccccc2)C1c1ccccc1 (stereo not drawn)	-1%	-1%	-1%	-9%	-22%	·	4%	0.4	1%
O=C(CCSc1nccn1Cc1ccccc1)N1CCOCC1	24%	0%	1%	8%	23%	-7%	-2%	0.7	-1%
Cc1ccc(C)c(-c2nnc(NC(=O)Cc3ccccc3)o2)c1	26%	1%	-19%	9%	30%	1%	-8%	-1.0	0%
Cc1cc2cccc(C)c2nc1SCC(=O)N(C)c1nc(-c2ccccc2)cs1	1%	-2%	4%	-13%	0%	1%	-4%	·	-4%
CCC(CO)NCc1ccc(OCC(=O)Nc2cccc(C(F)(F)F)c2)c(OC)c1 (stereo not drawn)	8%	-2%	-1%	-6%	-7%	-1%	-1%	1.2	2%
COc1cccc(C(=O)CN2CCN(S(=O)(=O)c3cccc([N+](=O)[O-])c3)CC2)c1	?	3%	11%	-9%	-2%	4%	1%	-1.8	-2%
